Bioassay records from PubChem.
NFkB SMM: binders of NF-kB p50 subunit, primary screen, biochemical, small molecule microarray, anti-His fluorescence; hit rate 1.3% among 17,000; Nuclear factor NF-kappa-B p105 subunit (Homo sapiens), P19838; calls only; anti-His fluorescence binding; AID 624139, 2012;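 active = spot fluorescence over background significantly raised, with a chance value under 7% in all four replicate spots of the compound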;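 note: probe protein is his-tagged human p50 processed subunit at 1 µg/ml; raw spot fluorescence signals with no normalization applied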
Target sequence (P19838 1-433 limits assumed): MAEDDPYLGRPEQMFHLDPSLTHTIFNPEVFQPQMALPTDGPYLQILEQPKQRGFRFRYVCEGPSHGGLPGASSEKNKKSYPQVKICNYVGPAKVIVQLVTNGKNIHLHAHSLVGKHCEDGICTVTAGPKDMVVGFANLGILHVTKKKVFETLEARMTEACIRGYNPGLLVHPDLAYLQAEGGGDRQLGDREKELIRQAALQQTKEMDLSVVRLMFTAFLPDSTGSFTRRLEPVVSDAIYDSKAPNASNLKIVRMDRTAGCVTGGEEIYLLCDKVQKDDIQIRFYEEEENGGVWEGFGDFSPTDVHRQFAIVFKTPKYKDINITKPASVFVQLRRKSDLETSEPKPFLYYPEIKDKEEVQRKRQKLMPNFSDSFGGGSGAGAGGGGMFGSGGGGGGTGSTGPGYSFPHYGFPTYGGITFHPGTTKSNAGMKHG
Calls only; i = inactive. Not all compounds are listed; rates above refer to the full screens.

(1) Cc1ccc(N2C(=O)NC(=O)C(CCc3ccccn3)(Cc3cccs3)C2=O)cc1 (stereo unspecified)
- NFkB SMM = i
(2) CCC1(c2cccc(O)c2)CCCCN(C)C1 (stereo unspecified)
- NFkB SMM = i
(3) Cc1c(C(=O)c2cccc3ccccc23)c2cccc3c2n1[C@@H](CN1CCOCC1)CO3
- NFkB SMM = i
(4) C[C@@H]1O[C@@H](O[C@@H]2C=C3CCC4C(CC[C@]5(C)[C@@H](c6ccc(=O)oc6)CC[C@]45O)[C@@]3(C)CC2)[C@H](O)[C@H](O)[C@H]1O (stereo partly specified)
- NFkB SMM = i
(5) CC(C)(O)c1cc(O)c2c(c1)CCC1C(C)(C(=O)O)CCCC21C (stereo unspecified)
- NFkB SMM = i
(6) COc1ccc2c(c1)[C@]13CCCC[C@@H]1[C@H](C2)N(C)CC3
- NFkB SMM = i
(7) CC1=NN=C(c2ccc(N)cc2)c2cc3c(cc2C1)OCO3
- NFkB SMM = i
(8) CN(C)CCN(C)CCc1ccc(Cl)c(Cl)c1
- NFkB SMM = i
(9) CCCCC/C=C\C/C=C\C/C=C\C/C=C\CCCC(=O)NCC(=O)O
- NFkB SMM = i
(10) CO[C@H]1C[C@H](OC2CCC3(C)C4CCC5(C)C(C6=CC(=O)OC6)CC(OC(C)=O)C5(O)C4CC[C@H]3C2)O[C@@H](C)[C@@H]1O (stereo partly specified)
- NFkB SMM = i
(11) CC(C)n1cnc2c(C(=O)N[C@H]3CN4CCC3CC4)cc(Cl)cc21
- NFkB SMM = i
(12) O=[N+]([O-])c1c(NCCO)ccc2nonc12
- NFkB SMM = i
(13) C=C1[C@@H](O)[C@]23C[C@@H]1[C@@H](O)C[C@H]2[C@@]12C4[C@@H]3C[C@@H]1[C@@](C)(CC[C@@H]2O)CN4CC
- NFkB SMM = i
(14) CC1=CC[C@@H]2[C@@H](C1)c1c(O)cc(CC#CCCCNS(C)(=O)=O)cc1OC2(C)C
- NFkB SMM = i
(15) O=c1c2ccccc2nc(CSc2ncnc3nc[nH]c23)n1-c1ccccc1Cl
- NFkB SMM = i

Next part; the last 2 above are carried over.
(14) CC1=CC[C@@H]2[C@@H](C1)c1c(O)cc(CC#CCCCNS(C)(=O)=O)cc1OC2(C)C
- NFkB SMM = i
(15) O=c1c2ccccc2nc(CSc2ncnc3nc[nH]c23)n1-c1ccccc1Cl
- NFkB SMM = i
(16) Oc1cc2c(cc1O)C1c3ccccc3CNC1CC2 (stereo unspecified)
- NFkB SMM = i
(17) CCCCC/C=C/C/C=C/C/C=C/C/C=C/CCCC(=O)Nc1ccc(O)cc1
- NFkB SMM = i
(18) C/C=C1/CN2C3Cc4c([nH]c5ccc(O)cc45)C2(O)CC1C3CO (stereo unspecified)
- NFkB SMM = i
(19) COC(=O)CN1CN(c2ccccc2)C2(CCN(Cc3ccc4ccccc4c3)CC2)C1=O
- NFkB SMM = i
(20) Cc1ccc(OC(=O)N(C)C[C@@H]2OCc3cnnn3CCCC(=O)N([C@H](C)CO)C[C@H]2C)cc1
- NFkB SMM = i
(21) CC(=O)[C@H]1CC[C@H]2[C@@H]3CC[C@H]4C[C@H](O)CC[C@]4(C)[C@H]3C(=O)C[C@]12C
- NFkB SMM = i
(22) CCCCc1ccc(C(=O)O)nc1
- NFkB SMM = i
(23) CC12CC[C@H]3C(CCC4(O)CC(O)CCC34O)C1(O)CCC2C1=CC(=O)OC1 (stereo partly specified)
- NFkB SMM = i
(24) Cc1ccc(OC(=O)N(C)C[C@H]2OCc3cnnn3CCCC(=O)N([C@H](C)CO)C[C@@H]2C)cc1
- NFkB SMM = i
(25) CCN1C[C@@]2(COC)C3[C@@H](OC)[C@H]4[C@@H]1[C@@]3(C1C[C@]3(O)[C@H](OC(=O)c5ccccc5)C1[C@]4(OC(C)=O)[C@@H](O)[C@H]3OC)[C@@H](OC)C[C@H]2O (stereo partly specified)
- NFkB SMM = i
(26) CCn1cnc2c(Nc3cccc(Cl)c3)nc(N[C@@H]3CCCC[C@@H]3N)nc21
- NFkB SMM = i
(27) FC(F)(F)c1ccc2c(c1)N(CCCN1CCN(CCCl)CC1)c1ccccc1S2
- NFkB SMM = i
(28) C=C1[C@@H](C)[C@H]2[C@H](Cc3ccccc3)NC(=O)[C@]23OC(=O)/C=C\[C@H](O)CCC[C@@H](C)C/C=C/[C@H]3[C@@H]1O
- NFkB SMM = i
(29) CC(C)[C@@]1(NC(=O)[C@@H]2C[C@@H]3c4cccc5[nH]cc(c45)C[C@H]3N(C)C2)O[C@@]2(O)[C@@H]3CCCN3C(=O)[C@H](Cc3ccccc3)N2C1=O
- NFkB SMM = i
(30) CCCCC/C=C\C/C=C\C/C=C\C/C=C\CCCC(=O)NCCO
- NFkB SMM = i

17 of the compounds above, as a markdown table:
| entry | molecule | NFkB SMM |
| --- | --- | --- |
| 14 | CC1=CC[C@@H]2[C@@H](C1)c1c(O)cc(CC#CCCCNS(C)(=O)=O)cc1OC2(C)C | i |
| 15 | O=c1c2ccccc2nc(CSc2ncnc3nc[nH]c23)n1-c1ccccc1Cl | i |
| 16 | Oc1cc2c(cc1O)C1c3ccccc3CNC1CC2 (stereo unspecified) | i |
| 17 | CCCCC/C=C/C/C=C/C/C=C/C/C=C/CCCC(=O)Nc1ccc(O)cc1 | i |
| 18 | C/C=C1/CN2C3Cc4c([nH]c5ccc(O)cc45)C2(O)CC1C3CO (stereo unspecified) | i |
| 19 | COC(=O)CN1CN(c2ccccc2)C2(CCN(Cc3ccc4ccccc4c3)CC2)C1=O | i |
| 20 | Cc1ccc(OC(=O)N(C)C[C@@H]2OCc3cnnn3CCCC(=O)N([C@H](C)CO)C[C@H]2C)cc1 | i |
| 21 | CC(=O)[C@H]1CC[C@H]2[C@@H]3CC[C@H]4C[C@H](O)CC[C@]4(C)[C@H]3C(=O)C[C@]12C | i |
| 22 | CCCCc1ccc(C(=O)O)nc1 | i |
| 23 | CC12CC[C@H]3C(CCC4(O)CC(O)CCC34O)C1(O)CCC2C1=CC(=O)OC1 (stereo partly specified) | i |
| 24 | Cc1ccc(OC(=O)N(C)C[C@H]2OCc3cnnn3CCCC(=O)N([C@H](C)CO)C[C@@H]2C)cc1 | i |
| 25 | CCN1C[C@@]2(COC)C3[C@@H](OC)[C@H]4[C@@H]1[C@@]3(C1C[C@]3(O)[C@H](OC(=O)c5ccccc5)C1[C@]4(OC(C)=O)[C@@H](O)[C@H]3OC)[C@@H](OC)C[C@H]2O (stereo partly specified) | i |
| 26 | CCn1cnc2c(Nc3cccc(Cl)c3)nc(N[C@@H]3CCCC[C@@H]3N)nc21 | i |
| 27 | FC(F)(F)c1ccc2c(c1)N(CCCN1CCN(CCCl)CC1)c1ccccc1S2 | i |
| 28 | C=C1[C@@H](C)[C@H]2[C@H](Cc3ccccc3)NC(=O)[C@]23OC(=O)/C=C\[C@H](O)CCC[C@@H](C)C/C=C/[C@H]3[C@@H]1O | i |
| 29 | CC(C)[C@@]1(NC(=O)[C@@H]2C[C@@H]3c4cccc5[nH]cc(c45)C[C@H]3N(C)C2)O[C@@]2(O)[C@@H]3CCCN3C(=O)[C@H](Cc3ccccc3)N2C1=O | i |
| 30 | CCCCC/C=C\C/C=C\C/C=C\C/C=C\CCCC(=O)NCCO | i |

Continuation.
(31) COc1cc(OC)c(OC)cc1CNC(C)C(O)c1ccccc1 (stereo unspecified)
- NFkB SMM = i
(32) CC(C)(O)/C=C/C(=O)[C@](C)(O)C1[C@H](O)C[C@@]2(C)[C@@H]3CC=C4C(CC(=O)C(=O)C4(C)C)[C@]3(C)C(=O)C[C@@]12C (stereo partly specified)
- NFkB SMM = i
(33) CCCCCc1cc(O)c2c(c1)OC(C)(C)[C@@H]1CCC(C(=O)O)=CC21 (stereo partly specified)
- NFkB SMM = i
(34) O=C(CCl)c1cc(Br)c(Br)s1
- NFkB SMM = i
(35) COc1ccc(CNCc2nc3ccccc3c(=O)n2-c2ccc(F)cc2)cc1
- NFkB SMM = i
(36) CC1CCC/C=C/C2CC(O)CC2C(O)/C=C\C(=O)O1 (stereo unspecified)
- NFkB SMM = i
(37) C=CC(C)(C)c1cc2cc3c(cc2oc1=O)O[C@H](C(C)(C)O)C3
- NFkB SMM = i
(38) COC1CC(OC2C(C)OC(OC3C(C)OC(OC4C(C)OC(O[C@H]5CC[C@@]6(C)C(=CC[C@]7(O)C6CC(OC(=O)c6ccccc6)[C@@]6(C)[C@]7(O)CC[C@@]6(O)C(C)=O)C5)CC4OC)CC3OC)CC2OC)OC(C)C1O (stereo partly specified)
- NFkB SMM = i
(39) C[C@H](N)C(=O)N[C@@H](C)C(=O)N[C@@H](Cc1ccccc1)C(=O)CCl
- NFkB SMM = i
(40) CCN1CC2(COC(=O)c3ccccc3N3C(=O)CC(C)C3=O)CCC(OC)C34C5CC6C(OC)CC(O)(C5C6OC)C(O)(C(OC)C23)C14 (stereo unspecified)
- NFkB SMM = i
(41) C/C(=C/C=C/[C@@H](C)C(=O)O)[C@H]1CN[C@H](C(=O)O)[C@H]1CC(=O)O
- NFkB SMM = i
(42) CCCN(CCC)[C@@H]1CCc2c(OC)cccc2[C@@H]1C
- NFkB SMM = i
(43) OCC1OC(n2cnc3cc(Cl)c(Cl)cc32)[C@@H](O)[C@H]1O (stereo partly specified)
- NFkB SMM = i
(44) O=C(Cc1ccc(Cl)c(Cl)c1)N1CCCCC1CN1CCCC1 (stereo unspecified)
- NFkB SMM = i
(45) C[C@@H]1CC([C@H](O)CC2CC(=O)NC(=O)C2)C(=O)[C@@H](C)C1 (stereo partly specified)
- NFkB SMM = i

(46) CN1CCc2cc(O)cc3c2[C@H]1Cc1ccc(O)c(O)c1-3
- NFkB SMM = i
(47) CN1CC(CNC(=O)OCc2ccccc2)CC2c3cccc4c3c(cn4C)CC21 (stereo unspecified)
- NFkB SMM = i
(48) CC(=O)O[C@H]1CC[C@@]2(C)C(=CC[C@@H]3[C@@H]2CC[C@]2(C)C(=O)CC[C@@H]32)C1
- NFkB SMM = i
(49) C[C@@H]1CN([C@@H](C)CO)C(=O)CCCn2cc(nn2)CO[C@H]1CN(C)C(=O)Oc1ccc2ccccc2c1
- NFkB SMM = i
(50) CCNC(=O)[C@H]1O[C@@H](n2cnc3c(N)ncnc32)C(O)[C@H]1O (stereo partly specified)
- NFkB SMM = i
(51) CCCC(C)n1[nH]c(=O)c2c1NC(=O)CSC2c1cccc([N+](=O)[O-])c1 (stereo unspecified)
- NFkB SMM = i
(52) N[C@H]1C[C@@H]1c1ccccc1
- NFkB SMM = i
(53) O=C1C=C2C=C[C@@H]3C[C@@]2(O1)[C@H]1CCCCN31
- NFkB SMM = i
(54) O=C(O)c1ccc2[nH]cc(CCCCN3CC=C(c4ccccc4)CC3)c2c1
- NFkB SMM = i
(55) O=C1C=C2C=C[C@@H]3CC2(O1)[C@H]1CCCCN31
- NFkB SMM = i
(56) C=C1[C@@H](C)[C@H]2[C@H](Cc3ccccc3)NC(=O)[C@]23[C@H](OC(C)=O)C=C[C@](C)(O)C(=O)[C@@H](C)C/C=C/[C@H]3[C@@H]1O
- NFkB SMM = i
(57) C[C@]12CC[C@H](O)C[C@H]1CC[C@@H]1[C@@H]2C[C@@H](O)[C@]2(C)[C@@H](C3=CC(=O)OC3)CC[C@]12O
- NFkB SMM = i
(58) COc1cc2c(cc1O)C[C@H]1c3c(cc(O)c(OC)c3-2)CCN1C
- NFkB SMM = i
(59) COc1cc2cc(c1Cl)N(C)C(=O)CC(OC(=O)C(C)C)C1(C)OC1C(C)C1CC(O)(NC(=O)O1)C(OC)/C=C/C=C(/C)C2 (stereo unspecified)
- NFkB SMM = i
(60) COC1(CS(=O)c2ccccc2)CCN(CCc2c[nH]c3ccc(F)cc23)CC1 (stereo unspecified)
- NFkB SMM = i

(61) CCN(CC)C(=O)N[C@@H]1C[C@@H]2c3cccc4[nH]cc(c34)C[C@H]2N(C)C1
- NFkB SMM = i
(62) CC12CCC3C(CCC4C(=O)C(=O)CCC43C)C1CCC2=O (stereo unspecified)
- NFkB SMM = i
(63) CN(C(=O)Cc1ccc(Cl)c(Cl)c1)C(CN1CCCC1)c1cccc(OCC(=O)O)c1 (stereo unspecified)
- NFkB SMM = i
(64) COc1cc2c(cc1OC)C13CCN(C)CC4=CCOC5CC(=O)N2C1C5C4CC3=O (stereo unspecified)
- NFkB SMM = i
(65) c1cncc(C2=NCCC2)c1
- NFkB SMM = i
(66) CN1CC[C@@H]2CN3CCc4cccc(c43)[C@@H]2C1
- NFkB SMM = i
(67) C[C@]12CC[C@H]3[C@@H](CC[C@]4(O)C[C@@H](O)CC[C@]34C=O)[C@@]1(O)CC[C@@H]2C1=CC(=O)OC1
- NFkB SMM = i
(68) C[C@H]1CCC/C=C/C2C[C@H](O)C[C@H]2[C@H](O)/C=C\C(=O)O1 (stereo partly specified)
- NFkB SMM = i
(69) C=C(C)[C@@H]1C2C(=O)O[C@H]1[C@H]1OC(=O)[C@@]34OC3C[C@]2(O)[C@@]14C (stereo partly specified)
- NFkB SMM = i
(70) Cc1cc(SCc2sc(-c3ccc(C(F)(F)F)c(F)c3)nc2C)ccc1OCC(=O)O
- NFkB SMM = i
